GLP1R cytotox = qHTS of GLP-1 Receptor Inverse Agonists: Cytotox Screen. HEK293 cAMP-luciferase reporter cells, luminescence, 24 h. Potency, µM (titrated, usually from 38.3 µM), for the others: at the top dose activity change, negative = inhibition, usual class: inhibitors. actives 0.13% (n = 410,000). AID 624418, 2012;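 further: loss of luciferase light is scored as toxicity; potency means the concentration at half of the fitted maximal effect; on the % scale 0 is the no-effect control and ±100 the full control effect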
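1536-well qHTS counterscreen of the MLSMR; 200 cells/uL, 12 h pre-incubation, 23 nL cpd, 24 h at 37 deg C 5% CO2, luciferase detection reagent, 12 min RT, luminescence. Inhibition = undesired.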
DRD3 agonist = qHTS of D3 Dopamine Receptor Agonist: qHTS | AID 652048, 2013 | actives 0.58% (n = 410,000) | max activation, % | D3R DiscoveRx beta-arrestin cells, luminescence, 90 min | D(3) dopamine receptor (Homo sapiens), P35462; in the data active means max activation above about 30%; further: 0% is about no effect; mostly tested at two doses, the higher about 12 µM
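Agonist-mode cell screen: cells plated at 1500/well and incubated overnight at 37 °C, then exposed to library compounds for 90 min at 37 °C. Detection reagent was added for 30–60 min at room temperature, and luminescence was read.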
PI5P4Ka inh = qHTS for Inhibitors of phosphatidylinositol 5-phosphate 4-kinase (PI5P4K); PI5P4Kalpha enzyme, ADP-Glo luminescence, 60 min; active compounds read low; max response, %; actives 1.2% (n = 330,000); Phosphatidylinositol 5-phosphate 4-kinase type-2 alpha (Homo sapiens), P48426; active means max response of -50% or lower; inconclusive means between -30% and -50%; inactive means -30% or higher; further: value at the top dose of about 77 µM; on the % scale 0 is the no-effect control and ±100 the full control effect
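Controls without substrate or without enzyme flank wells where PI5P4Kalpha converts substrate using 5 microM ATP (final). Incubation lasts 60 minutes at room temperature; ADP formed is read by ADP-Glo luminescence.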
GLP-1R agonist = qHTS of GLP-1 Receptor Agonists; Potency, µM (titrated, usually from 45.6 µM), without a hit: at the highest dose activation, usual class: activators; AID 624172, 2012; actives 0.007% (n = 380,000); Glucagon-like peptide 1 receptor (Homo sapiens), P43220; HEK293 GLP-1R CRE-luciferase, luminescence, 4-6 h; cells express a hypersensitive GLP-1R form; further: potency means the concentration at half of the fitted maximal effect; % of control where 0% means no effect
PLK1 PBD block = qHTS for Inhibitors of PLK1-PDB (polo-like kinase 1 - polo-box domain): Primary Screen; Serine/threonine-protein kinase PLK1 (Homo sapiens), P53350; Plk1 PBD binding of FITC phosphopeptide, fluorescence polarization; Potency, µM, without a hit: max response, negative = inhibition, most hits filed as inhibitors; actives 2.8% (n = 360,000); further: potency means the concentration at half of the fitted maximal effect; series mostly up to about 57 µM; on the % scale 0 is the no-effect control and ±100 the full control effect; nearly all actives have a fitted effect of over 65% in size
IL2 activator = qHTS of IL-2 Activators; IL-2 activation reporter assay, cell-based qHTS; stimulated with anti-CD3/CD4/CD28 beads; in transgenic mouse T cells; activation, % (series mostly up to about 46 µM); actives 0.065% (n = 360,000); AID 652025, 2013; in the data active means activation above about 50%; inconclusive means mostly about 30% to 49%; further: 0% is about no effect
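Readout: EGFP and DsRed signals by fluorescent plate cytometry. Unstimulated transgenic mouse T cells received compound 60 min before antibody-bead stimulation, then incubated 18 h at 37 degrees C.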
WRN inhibitor = qHTS for Inhibitors of WRN Helicase; Bifunctional 3'-5' exonuclease/ATP-dependent helicase WRN (Homo sapiens), Q14191; WRN helicase unwinding, fluorescent forked duplex, kinetic; Potency, µM (titrated, usually from 114 µM), for inactives: at the highest dose activity change, negative = inhibition, most hits filed as inhibitors; actives 0.46% (n = 360,000); AID 651768, 2012; further: potency means the concentration at half of the fitted maximal effect; on the % scale 0 is the no-effect control and ±100 the full control effect; nearly all actives have a fitted effect of over 55% in size
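Kinetic red-fluorescence monitoring (525/598 nm) tracks WRN helicase activity after 100 nM fluorophore-quencher forked duplex and 2 mM ATP are added to 20 nM enzyme pretreated 15 min at room temperature with compound.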
D3 antag = qHTS of D3 Dopamine Receptor Antagonist: qHTS; D(3) dopamine receptor (Homo sapiens), P35462; D3R cells, DiscoveRx beta-arrestin luminescence, antagonist mode; active compounds read low; max response, negative = inhibition, %; actives 2.5% (n = 360,000); in the data active means max response below about -50%; inconclusive means no clear call, values can overlap the other calls; further: on the % scale 0 is the no-effect control and ±100 the full control effect; mostly tested at two doses, the higher about 12 µM
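Cells expressing the human receptor were seeded at 1500 cells/well, incubated overnight at 37 degrees C in 5% CO2, then exposed to library compounds with dopamine controls for 90 minutes at 37 degrees C before luminescent detection.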
GLP1R inv ag = qHTS of GLP-1 Receptor Inverse Agonists (Inhibition Mode). HEK293 GLP-1R CRE-luciferase, luminescence, 24 h; GLP-1R form is constitutively active. actives 1.6% (n = 410,000). Potency, µM (doses to about 38.3 µM), for inactives: top-dose activity change, negative = inhibition, most hits filed as inhibitors. Glucagon-like peptide 1 receptor (Homo sapiens), P43220; further: potency means the concentration at half of the fitted maximal effect; on the % scale 0 is the no-effect control and ±100 the full control effect; nearly all actives have a fitted effect of over 55% in size
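Seeding at 200 cells/uL, 12 h culture, 24 hr compound treatment, then luciferase reagent and a luminescence read; cells are HEK293 stably expressing a constitutively active GLP-1R plus cAMP-responsive luciferase.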
* = called active by the depositor; ? = inconclusive; nt = not tested or not shown; [ ] = dose if it differs, or a comment. Unless noted, the call rests on the fitted dose curve; in most records, active means well fitted curve in the direction sought with a large enough effect; inconclusive means small, poorly fitted or top-dose-only effect, or another doubt; inactive means no such curve, though single readings can be large; an effect the other way counts as inactive or inconclusive.

Under each structure – GLP1R cytotox	DRD3 agonist	PI5P4Ka inh	GLP-1R agonist	PLK1 PBD block	IL2 activator	WRN inhibitor	D3 antag	GLP1R inv ag
> CN1CCN(CCCc2c3c(cc4c2CCC4)CCC3)CC1
  29%	-22	4	-5%	-7%	-2.5	-25%	-28	0%
> CCOc1ncccc1C(=O)Nc1ccc(F)c(F)c1
  -6%	15	4	15%	-10%	-2.2	-4%	11	2%
> O=C(NNC(=S)Nc1ccccc1)c1ccc2ncccc2c1
  -2%	-11	-3	-1%	-28%	-0.4	-4%	-19	15%
> CC[C@@H]1C(c2ccc(F)cc2)=NN(c2ccc(Br)cc2)[C@H]1C(=O)N1CCOC1=O
  7%	14	37	4%	1%	-0.6	-3%	14	10µM*
> O=C(NCc1cccs1)c1cc2c(s1)CCCC2
  -2%	1	2	3%	-3%	3.6	-4%	12	?
> COc1ccc(CS(=O)(=O)CC(C)(O)c2ccccc2Cl)cc1 (configuration not stated)
  -4%	2	0	19%	-17%	-1.3	-4%	-5	-23%
> CCN(CC(O)Cn1c2ccccc2c2ccccc21)S(=O)(=O)c1ccc(F)cc1 (configuration not stated)
  -20%	7	nt	0%	0%	-3.2	-12%	28	?
> CC[C@H]1C/C=C\Cc2ccccc2[C@@H](C(=O)C[C@@H](O)CC(C)=O)OC1=O
  0%	3	-3	-3%	-7%	-0.2	-3%	24	?
> NC(=O)c1cnn(-c2ccc3ccccc3c2)c1N
  -1%	0	1	7%	-8%	-1.6	16%	-2	8%
> COc1ccc2oc(-c3ccc(C)c(NC(=O)Cc4ccc(Cl)cc4)c3)nc2c1
  4%	-7	nt	8%	nt	nt	nt	nt	1%
> COc1cccc(OC)c1C(=O)OCC(=O)NCc1ccco1
  15%	-1	-1	-2%	-2%	1.2	0%	2	11%
> COc1ccc(S(=O)(=O)N2CCCCCC2)cc1C(=O)N(C)CC(=O)Nc1ccc(Cl)c(Cl)c1
  -20%	-6	0	4%	3%	-0.7	-5%	-7	10µM*
> Cc1ccc(NC(=O)C2CC(=O)N(c3ccccc3Cl)C2)cc1S(=O)(=O)N1CCOCC1 (configuration not stated)
  -21%	-3	2	-26%	1%	-1.8	7%	13	-65%
> COc1ccc(C(=O)O/N=C(\N)Cc2ccc(Cl)c(Cl)c2)cc1OC
  5.6µM*	3	-1	-24%	-9%	0.0	-25%	0	?
> CCOc1ccc(NC(=O)CN2C(=O)S/C(=C/c3cccn3C)C2=O)cc1
  -1%	8	-1	0%	5%	-0.5	-17%	6	-9%

Under each structure – GLP1R cytotox	DRD3 agonist	PI5P4Ka inh	GLP-1R agonist	PLK1 PBD block	IL2 activator	WRN inhibitor	D3 antag	GLP1R inv ag
> COc1ccc(NC(=S)N2CCN(Cc3ccco3)CC2)c(OC)c1
  -8%	-10	0	1%	-9%	-0.1	4%	6	14%
> COc1ccccc1CN(C)c1ccc(S(=O)(=O)N2CCN(C)CC2)cn1
  -35%	-3	-8	4%	1%	0.0	2%	-6	?
> NC(=O)c1ccc(NC(=O)COC(=O)c2ccc3c(c2)OCCO3)cc1
  -1%	7	1	7%	2%	-5.1	-6%	10	1%
> Cc1cc2c(cc1NS(=O)(=O)c1ccc(F)cc1)n(C)c(=O)c(=O)n2C
  0%	2	nt	0%	nt	nt	nt	nt	3%
> COc1ccc(Cn2c(=O)[nH]c3cc(C(=O)NCCC(C)C)ccc3c2=O)cc1
  8%	-3	nt	3%	nt	nt	nt	nt	5%
> O=C(CSc1nc2ccccc2c(=O)n1-c1ccccc1)NCc1ccco1
  -23%	-3	-2	-2%	0%	0.0	3%	-4	-34%
> COc1ccc(NC(=O)COC(=O)/C=C/c2cccs2)c(OC)c1
  -9%	1	-3	9%	3%	0.6	2%	3	10%
> Cc1cc(C(=O)NCc2cccs2)ccc1[N+](=O)[O-]
  -10%	2	9	4%	-6%	2.5	10%	23	-5%
> COc1cccc(-c2cc(C(=O)N3C(C)CCCC3C)no2)c1 (configuration not stated)
  2%	1	nt	2%	-9%	-1.9	-16%	-14	?
> O=C(CCNC(=O)c1ccc(Cl)cc1)Nc1ccc(S(=O)(=O)N2CCOCC2)cc1
  0%	-5	1	-2%	-10%	1.1	0%	-22	-7%
> COc1ccc(C2=NS(=O)(=O)N(C)C(C(=O)NCc3ccco3)=C2)cc1OC
  -17%	-7	1	-4%	-4%	1.8	-1%	17	38%[activator]
> COc1ccccc1C(=O)Nc1ccc(N2CCN(Cc3ccccc3)CC2)cc1
  -7%	-7	-3	-2%	1%	0.7	-1%	12	11µM*
> Cc1onc(-c2c(Cl)cccc2Cl)c1C(=O)c1c[nH]c(C(=O)NC2CC2)c1
  5%	-5	0	3%	-8%	-1.0	-2%	-26	-10%
> CC(C)C(NC(=O)c1ccccc1F)C(=O)Nc1ccc2c(c1)OCO2 (configuration not stated)
  6%	1	3	-4%	-2%	-0.1	1%	6	3%
> COc1cc(C(=O)NC(=S)Nc2ccc3oc(=O)ccc3c2)cc(OC)c1OC
  2%	1	nt	-2%	-5%	-0.8	-2%	-9	-4%

Under each structure – GLP1R cytotox	DRD3 agonist	PI5P4Ka inh	GLP-1R agonist	PLK1 PBD block	IL2 activator	WRN inhibitor	D3 antag	GLP1R inv ag
> COc1ccc2cc(S(=O)(=O)N3CCCCCC3)ccc2c1
  -9%	6	-3	?	?	-3.6	0%	-19	?
> Cc1ccc(-c2ccc(/C=N/N=C3/NC(=O)C(CC(=O)O)S3)o2)c([N+](=O)[O-])c1 (configuration not stated)
  -15%	-3	?	-9%	-16%	-2.7	-9%	-79*	-6%
> Cc1cccc(OCC(=O)Nc2nc3ccc([N+](=O)[O-])cc3s2)c1C
  -8%	6	3	-29%	-1%	-0.4	-6%	36	-3%
> O=C1Nc2cccc3c2N(CCC3)C2=C1CCC2
  -8%	2	-29	-3%	-12%	-1.1	1%	-4	-5%
> Cc1cc(=O)[nH]c(N/N=C/c2ccc(OC(=O)c3ccco3)cc2)n1
  -12%	-9	-7	2%	-2%	-0.3	?	-16	-5%
> O=C1NN(c2ccccc2)C(=O)/C1=C/c1ccc(Sc2cccc3ccccc23)o1
  -2%	-12	?	-2%	12µM*	-5.3	?	-2	?
> COc1cc(/C=N/NC(=O)COc2ccccc2[N+](=O)[O-])ccc1OC(=O)c1ccco1
  9%	-13	-4	11%	2%	-5.6	-7%	?	66%[activator]
> CCc1ccc(Cn2nnc(C(=O)Nc3ccc(OC)cc3OC)c2N)cc1
  5%	0	3	5%	-13%	0.4	-6%	-9	19%
> CN(C(=O)COC(=O)c1ccc(C#N)cc1)c1ccccc1
  13%	8	12	1%	-1%	-3.0	-11%	11	6%
> O=C1NC(Cc2ccc(O)cc2)c2nc3cc(F)ccc3c(=O)n2-c2cc3ccccc3cc21 (configuration not stated)
  ?	-7	1	-2%	-13%	-2.6	-3%	2	?
> O=C(O)C1CCCCC1C(=O)NCc1ccc(F)cc1 (configuration not stated)
  0%	-3	nt	9%	-9%	-2.1	-10%	-26	0%
> Cc1cc(C)c2c(c1)C1C=CCC1C(c1ccc(S(=O)(=O)N3CCOCC3)cc1)N2 (configuration not stated)
  -7%	-7	nt	-1%	3%	-1.3	-20%	-9	19%
> O=C(O)c1cc2ccccc2c(N=Nc2cccnc2)c1O
  -13%	-2	-9	4%	-8%	-1.0	?	?	4%
> Cc1ccc(NC(=S)N2CCSC2c2cccs2)cc1 (configuration not stated)
  11%[0.307 µM]	1	3	19%	-13%	0.7	-10%	-15	11%[0.307 µM]
> COc1cc(/C=N/n2c(C)nc3ccccc3c2=O)cc(OC)c1O
  3%	-1	1	-2%	-3%	-0.3	10%	-7	2%

Under each structure – GLP1R cytotox	DRD3 agonist	PI5P4Ka inh	GLP-1R agonist	PLK1 PBD block	IL2 activator	WRN inhibitor	D3 antag	GLP1R inv ag
> Clc1cccc(Cl)c1COc1ccccc1CNn1cnnc1
  3%	3	1	3%	-1%	-0.5	-6%	5	-26%
> CCO[C@H]1OC(C(=O)N2CCN(Cc3ccc4c(c3)OCO4)CC2)=C[C@@H](C2CC2)[C@@H]1CCCO
  0%	1	1	2%	-17%	-0.4	10%	10	-3%
> CCOC(=O)C1Cc2ccccc2C(=O)O1 (configuration not stated)
  -6%	-7	nt	-3%	-10%	0.9	-11%	-19	0%
> CC(=O)c1ccc(-c2ccc(C(=O)Nc3nc(-c4ccccn4)cs3)o2)cc1
  -28%	3	?	5%	27µM*	-0.5	-14%	28	?
> CCCc1nn(C)c2c(=O)[nH]c(-c3cc(S(=O)(=O)Nc4ccc(NC(C)=O)cc4)ccc3OCC)nc12
  7%	5	4	1%	-4%	-0.1	-10%	5	55%[activator]
> CCN(CC)CCCNC(=O)C1CCN(c2ncnc3c2sc2cccc(F)c23)CC1
  -26%	-2	0	10%	-20%	4.1	6%	-5	?
> COc1ccc(N2CCN(C(=O)CSc3nnc4c5cc(C)ccc5n(C)c4n3)CC2)cc1
  -9%	43*	nt	-1%	3%	0.1	-10%	21	7%
> Cc1ccc(NC(=O)[C@@H]2CCCN2C(=O)c2cccs2)cc1S(=O)(=O)N1CCCCC1
  -4%	-11	-2	3%	3%	-0.5	7%	14	6%
> Cc1cc(C)nc(S/C=C/C(=O)c2ccccc2F)n1
  3.5µM*	-17	2	2%	4.7µM*	-0.2	?	-85*	?
> Cc1ccccc1-c1cnc(C(O)c2ccc(Cl)c(F)c2)[nH]1 (configuration not stated)
  2%	-20	9	-1%	-9%	0.1	4%	-19	?
> CCC(C)NS(=O)(=O)c1ccc(OCC(=O)Nc2ccc3c(c2)OCCO3)cc1 (configuration not stated)
  2%	-8	nt	0%	-4%	0.6	-7%	-6	2%

Compound activity deposited in PubChem by National Center for Advancing Translational Sciences (NCATS).
